GASC1 inh – inhibitors of human demethylase GASC-1 KDM4C. Q9H3R0. GST-KDM4C 2-372, H3K9me3 peptide, LANCE TR-FRET. inhibition, % at 12.5 µM. hit rate 0.15% among 96,000. AID 720574;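 active = mean replicate inhibition above about 25%, with at least 55% of replicates also reaching it, limit read from the data, passing the limit was not always enough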
Target sequence (Q9H3R0 2-372 limits assumed): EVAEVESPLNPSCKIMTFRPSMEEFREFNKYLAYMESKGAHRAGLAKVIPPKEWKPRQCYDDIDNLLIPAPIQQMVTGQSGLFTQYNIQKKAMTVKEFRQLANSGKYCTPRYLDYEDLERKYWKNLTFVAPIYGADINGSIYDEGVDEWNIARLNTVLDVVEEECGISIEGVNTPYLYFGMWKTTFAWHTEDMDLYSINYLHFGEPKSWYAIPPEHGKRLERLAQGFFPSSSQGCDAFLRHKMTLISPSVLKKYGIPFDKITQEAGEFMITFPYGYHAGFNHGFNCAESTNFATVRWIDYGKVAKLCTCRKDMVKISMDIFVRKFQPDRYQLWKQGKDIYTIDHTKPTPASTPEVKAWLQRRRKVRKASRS
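Material: GST-tagged GASC-1 (JMJD2C) catalytic fragment, aa 2-372. Input: enzyme final amount 10 nM. Medium: HEPES buffer, pH 7.5, plus ascorbate. Reagent: H3K9me3 peptide substrate, Fe(II), 2-oxoglutarate. Doses: single dose. Times: reaction 30 min RT, detection step 1 h RT. Measured by: LANCE TR-FRET. Evaluation: Fall in 671/618 emission ratio as inhibition.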
T cruzi growth – blocks T. cruzi growth in NIH3T3 culture; T. cruzi beta-gal in NIH3T3, GalScreen luminescence, 90 h; inhibition, % at 8.34 µM; hit rate 5.9% among 77,000; AID 624255;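 active = mean inhibition above about 93%, with at least 55% of replicates each passing it, limit read from the data, passing the limit was not always enough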
C diff growth – blocks growth of Clostridium difficile; Clostridium difficile clinical isolate growth, OD600, 24 h; stronger effect = lower value; growth activity, negative = inhibition, % at 16 µg/mL (by protocol); hit rate 0.25% among 86,000; AID 1259249;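 active = mean growth activity at or below -80% and every replicate also at or below -80%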;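 note: 0% = DMSO wells and -100% = levofloxacin 16 µg/mL wells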
Pf Dd2 growth – P. falciparum Dd2 growth inhibition; SYBR Green, 72 h; stronger effect = lower value; activity change, % at 10 µM; hit rate 2.3% among 94,000; in the data active = activity change below about -80%
Active calls of the source: *; nt = no result given; & = joins results of further samples. The order is random (roughly 7.2% active in at least one column).

Compound,GASC1 inh,T cruzi growth,C diff growth,Pf Dd2 growth
CN1C(=O)c2cc(NC(=O)c3cscn3)ccc2OC[C@H]2O[C@@H](CC(=O)N3CCCCC3)CC[C@H]21,2.3,14,42,-6
CCCNC(=O)N1C[C@@H](C)[C@@H](OC)CN(C)C(=O)c2cc(NS(=O)(=O)CC)ccc2OC[C@@H]1C,0.0,68,-2,nt
CN(C)C(=O)c1ccc(-c2ccccc2[C@@H]2[C@@H](C#N)N(C(=O)C3CC3)[C@@H]2CO)cc1,1.0,nt,1,4
O=C(N[C@H]1CC[C@@H](CC(=O)N2CCN(c3ccccc3)CC2)O[C@H]1CO)c1ccccc1,-0.3,-37,nt,-27
O=C(C[C@@H]1CC[C@H]2[C@@H](COC[C@H](O)CN2CC2CCOCC2)O1)N1CCOCC1,0.5,-6,nt,-1
C[C@@H]1CN([C@@H](C)CO)C(=O)c2cc(C#CC3(O)CCCC3)cnc2O[C@@H]1CN(C)C(=O)C1CCOCC1,2.3,nt,-3,23
O=C(C[C@@H]1C[C@@H]2c3cc(NC(=O)c4ccc5c(c4)OCO5)ccc3O[C@@H]2[C@@H](CO)O1)NCC1CC1,-4.2,-12,4,0
CCOC(=O)N(C)C[C@@H]1OCc2ccccc2-c2c(n(C)c3ccccc23)C(=O)N([C@@H](C)CO)C[C@H]1C,-1.2,29,nt,21
C[C@@H]1CN([C@@H](C)CO)C(=O)c2cccc(NC(=O)Nc3ccccc3)c2O[C@@H]1CN(C)Cc1ccc2c(c1)OCO2,-1.2,nt,nt,-4
C[C@@H]1CN([C@@H](C)CO)C(=O)c2cccc(NC(=O)c3cnccn3)c2O[C@@H]1CN(C)C(=O)Nc1ccc2c(c1)OCO2,-0.2,14,nt,-8
CO[C@@H]1CN(C)C(=O)c2cc(NS(C)(=O)=O)ccc2OC[C@@H](C)N(C(=O)CN(C)C)C[C@@H]1C,0.2,28,-3,28
C[C@H](CO)N1C[C@H](C)[C@@H](CN(C)Cc2ccccn2)Oc2cc(-c3ccccc3)ccc2S1(=O)=O,1.0,51,-6,-40
C[C@@H]1CCCCO[C@@H](CN(C)S(=O)(=O)c2cccs2)[C@@H](C)CN([C@H](C)CO)C(=O)c2cc(NC(=O)Nc3ccccc3)ccc2O1,0.4,43,6,nt
CN1C[C@@H]2[C@H](c3ccccc31)[C@H](CO)N2C(=O)C1CCOCC1,0.1,9,-6,11
COc1ccccc1-c1cnc2c(c1)C(=O)N([C@@H](C)CO)C[C@H](C)[C@H](CN(C)C(=O)CN(C)C)O2,3.1,nt,-1,9
Cc1ccc(S(=O)(=O)Nc2ccc3c(c2)CC(=O)N([C@@H](C)CO)C[C@H](C)[C@@H](CN(C)C)O3)cc1,0.3,47,0,-15
COc1cccc(NC(=O)C[C@@H]2CC[C@@H]3[C@H](COc4ccc(NC(=O)C5CCCC5)cc4C(=O)N3C)O2)c1,-3.3,nt,-3,-41
COc1ccc2c3c([nH]c2c1)[C@H](CO)N(C(=O)c1ccccc1)CC31CN(C(=O)CC2CC2)C1,-0.1,nt,50,-74
Cc1ccc(S(=O)(=O)NC[C@@H]2CC[C@@H]3[C@@H](CN3C(=O)CN(C)C)O2)cc1,nt,nt,-1,3
CN(C)C(=O)[C@@H]1[C@@H](CO)[C@@H]2Cn3c(ccc(-c4ccncc4)c3=O)[C@@H]2N1Cc1ccccc1F,2.0,-9,4,10
N#Cc1ccc(-c2ccc([C@@H]3[C@H](CO)N4C(=O)CN(C(=O)C5CCC5)C[C@@H]34)cc2)cc1,-0.6,nt,-5,-49
C[C@H]1CN([C@@H](C)CO)C(=O)c2cc(NC(=O)CCCN(C)C)ccc2O[C@H]1CN(C)Cc1ccccc1,0.2,-24,-1,27
C[C@H]1CN([C@@H](C)CO)C(=O)c2cc(NC(=O)Cn3cnnn3)ccc2O[C@@H]1CN(C)S(=O)(=O)c1cccs1,0.0,-11,nt,-4
CCC(=O)N1C[C@H](C)[C@H](OC)CN(C)C(=O)c2ccc(NC(=O)C3CCCCC3)cc2OC[C@H]1C,0.3,8,-4,nt
COc1ccc(NC(=O)Nc2ccc3c(c2)C(=O)N([C@H](C)CO)C[C@H](C)[C@@H](CN(C)CC2CCCCC2)OCCCC[C@H](C)O3)cc1,-1.3,96*,0,-71
O=C(C[C@H]1CC[C@@H]2[C@H](COC[C@@H](O)CN2S(=O)(=O)c2ccccc2)O1)Nc1ccccc1,0.6,9,2,0
CCNC(=O)[C@@H]1[C@@H](CO)[C@@H]2Cn3c(ccc(-c4ccccc4)c3=O)[C@@H]2N1Cc1ccccn1,7.1,11,-2,-8
COc1ccc(CN(C)C[C@@H]2Oc3ccc(NC(=O)CCC(F)(F)F)cc3C(=O)N([C@@H](C)CO)C[C@H]2C)cc1,1.7,nt,-3,5
C[C@@H]1CN([C@H](C)CO)C(=O)c2cc(NC(=O)C3CC3)ccc2O[C@@H]1CN(C)S(=O)(=O)c1cccs1,1.1,42,-10,17
O=C(NCC[C@@H]1CC[C@@H](NS(=O)(=O)c2ccc(F)cc2)[C@H](CO)O1)c1ccc2c(c1)OCO2,-0.1,5,-2,1
CC(=O)N(C)C[C@@H]1Oc2ncc(C#Cc3ccncc3)cc2C(=O)N([C@H](C)CO)C[C@@H]1C,7.5,nt,7,-11
COc1ccc(NC(=O)Nc2ccc3c(c2)CC(=O)N([C@H](C)CO)C[C@H](C)[C@@H](CN(C)Cc2ccc(-c4ccccc4)cc2)O3)cc1,-1.5,22,67,-78
CS(=O)(=O)N1[C@@H](CO)[C@@H](c2ccccc2)C12CN(C(=O)C1CC1)C2,0.2,nt,-5,-12
C[C@H]1CN([C@@H](C)CO)C(=O)c2cccc(NC(=O)C3CC3)c2O[C@@H]1CN(C)Cc1ccc(C(F)(F)F)cc1,3.5,36,-2,-54
COc1ccc(CN(C)C[C@@H]2OCCCC[C@H](C)Oc3ccc(NC(=O)CCC(F)(F)F)cc3C(=O)N([C@@H](C)CO)C[C@@H]2C)cc1,1.1,-44,-2,-36
O=C(CCN1CCCCC1)NCC[C@H]1CC[C@@H](NS(=O)(=O)c2cccc(Cl)c2)[C@@H](CO)O1,1.9,-6,nt,10
C[C@@H]1CN([C@H](C)CO)C(=O)CCCn2cc(nn2)CO[C@H]1CN(C)C(=O)Cc1ccccc1,nt,13,0,12
CC(C)(C)S(=O)N1Cc2cc(C(=O)NCc3ccc4c(c3)OCO4)nc(-c3cccc(-c4cccc(F)c4)c3)c2[C@H]1CCO (some centres undefined),nt,nt,0,-53
O=S(=O)(N[C@H]1CC[C@@H](CCn2cc(C3CC3)nn2)O[C@H]1CO)c1ccc(F)cc1,-1.3,-26,nt,-8
COc1ccc(S(=O)(=O)Nc2cccc3c2O[C@H](CN(C)S(=O)(=O)c2ccc(F)cc2)[C@@H](C)CN([C@H](C)CO)C3=O)cc1,1.1,24,4,-23

T cruzi growth: what is marked active above.
compound	GASC1 inh	T cruzi growth	C diff growth
COc1ccc(NC(=O)Nc2ccc3c(c2)C(=O)N([C@H](C)CO)C[C@H](C)[C@@H](CN(C)CC2CCCCC2)OCCCC[C@H](C)O3)cc1	-1.3	96*	0

4 entries from above, reformatted:
C[C@H](CO)N1C[C@H](C)[C@@H](CN(C)Cc2ccccn2)Oc2cc(-c3ccccc3)ccc2S1(=O)=O
  GASC1 inh = 1.0	T cruzi growth = 51	C diff growth = -6	Pf Dd2 growth = -40

C[C@@H]1CCCCO[C@@H](CN(C)S(=O)(=O)c2cccs2)[C@@H](C)CN([C@H](C)CO)C(=O)c2cc(NC(=O)Nc3ccccc3)ccc2O1
  GASC1 inh = 0.4	T cruzi growth = 43	C diff growth = 6	Pf Dd2 growth = nt

CN1C[C@@H]2[C@H](c3ccccc31)[C@H](CO)N2C(=O)C1CCOCC1
  GASC1 inh = 0.1	T cruzi growth = 9	C diff growth = -6	Pf Dd2 growth = 11

COc1ccccc1-c1cnc2c(c1)C(=O)N([C@@H](C)CO)C[C@H](C)[C@H](CN(C)C(=O)CN(C)C)O2
  GASC1 inh = 3.1	T cruzi growth = nt	C diff growth = -1	Pf Dd2 growth = 9

Carrying on:
Compound,GASC1 inh,T cruzi growth,C diff growth,Pf Dd2 growth
CO[C@@H]1CN(C)C(=O)c2cc(NC(=O)C3CC3)ccc2OC[C@H](C)N(Cc2ccccc2)C[C@H]1C,-0.5,5,4,-56
COc1ccccc1CN1[C@@H]2c3cccc(=O)n3C[C@@H]2[C@@H](CO)[C@@H]1C(=O)NCc1ccccc1,-0.3,-21,2,-8
C[C@H](CO)N1C[C@H](C)[C@@H](CN(C)C(=O)c2cccnc2)Oc2cc(C3=CCCC3)ccc2S1(=O)=O,0.4,14,-2,-17
CC(C)CC#Cc1cnc2c(c1)C(=O)N([C@H](C)CO)C[C@@H](C)[C@H](CN(C)C(=O)Cc1ccccc1)O2,4.8,42,-2,-29
COc1ccc(CN2C[C@@H](O)COC[C@H]3O[C@@H](CC(=O)N4CCc5ccccc5C4)CC[C@@H]32)cc1,1.4,-11,nt,-12
C[C@@H]1CN([C@@H](C)CO)C(=O)c2cc(NS(C)(=O)=O)ccc2O[C@H]1CN(C)Cc1ccc(Cl)c(Cl)c1,9.9,65,-6,-5
CCCN(C)C[C@@H]1Oc2ncc(C#CC3CC3)cc2C(=O)N([C@H](C)CO)C[C@H]1C,-0.2,26,1,-59
C[C@@H]1CN([C@H](C)CO)C(=O)CCCn2nncc2CO[C@@H]1CN(C)C(=O)Nc1ccnc(N2CCOCC2)c1,-2.6,6&-5,2&1,5&-4
COc1ccc(S(=O)(=O)Nc2ccc3c(c2)C(=O)N([C@@H](C)CO)C[C@@H](C)[C@H](CN(C)Cc2ccc(C(=O)Nc4ccccc4N)cc2)O3)cc1,-2.6,38,1,-74
CN1C(=O)c2cc(NC(=O)C3CCCC3)ccc2OC[C@@H]2O[C@@H](CC(=O)Nc3ccccc3)CC[C@H]21,2.9,-18,2,-15
CC(C)NC(=O)N(C)C[C@H]1OCCCC[C@@H](C)Oc2ccc(N(C)C)cc2C(=O)N([C@@H](C)CO)C[C@H]1C,16,-13,-6,-6
CN1CCN(C(=O)C[C@@H]2CC[C@@H]3[C@H](COC[C@H](O)CN3C(=O)c3ccc(F)cc3)O2)CC1,-1.1,-20,-1,8
CO[C@@H]1CN(C)C(=O)c2cc(NC(=O)C3CCOCC3)ccc2OC[C@H](C)N(CC2CC2)C[C@@H]1C,-1.9,7,nt,32
O=C(c1ccc(F)cc1)N1CCCCN2[C@H](C1)[C@H](c1ccc(-c3ccc(F)cc3)cc1)[C@@H]2CO,nt,93,17,-6
CC(=O)N1[C@H](CO)[C@H](c2ccc(-c3ccc(F)cc3)cc2)[C@@H]1CNC(=O)C1CC1,-1.7,66,4,6
COc1ccc(S(=O)(=O)Nc2ccc3c(c2)C(=O)N([C@@H](C)CO)C[C@H](C)[C@@H](CN(C)C(=O)Nc2c(C)noc2C)OCCCC[C@@H](C)O3)cc1,2.7,7,2,-8
COc1ccc(CN2C[C@H](C)[C@H](OC)CN(C)C(=O)c3cc(NC(=O)C4CC4)ccc3OC[C@@H]2C)cc1,0.3,-58,nt,-14
CS(=O)(=O)Nc1ccc2c(c1)[C@H]1C[C@@H](CC(=O)NCc3ccccc3F)O[C@H](CO)[C@H]1O2,-3.3,30,2,16
CCC(=O)N1C[C@@H](C)[C@@H](OC)CN(C)C(=O)c2cc(NC(=O)c3ccc(F)cc3)ccc2OC[C@@H]1C,1.9,30,nt,-70
C[C@H]1CN([C@@H](C)CO)C(=O)c2cccc(NS(=O)(=O)c3ccccc3)c2O[C@H]1CN(C)CC1CCCCC1,-0.7,62,1,7
C[C@H](CO)N1C[C@H](C)[C@H](CN(C)S(C)(=O)=O)Oc2cc(C#CC3CC3)ccc2S1(=O)=O,0.4,nt,7,8
O=C(NCC[C@@H]1CC[C@@H](NC(=O)C2CCCCC2)[C@H](CO)O1)c1ccc(F)cc1,0.6,-53,nt,-2
CC(C)NC(=O)N(C)C[C@H]1Oc2cc(-c3cccnc3)ccc2S(=O)(=O)N([C@@H](C)CO)C[C@H]1C,0.6,-8,-1,19
COc1ccc(NC(=O)N(C)C[C@H]2OCCCC[C@H](C)Oc3ccc(N(C)C)cc3C(=O)N([C@H](C)CO)C[C@H]2C)cc1,12,67,0,-15
O=C(C[C@H]1CC[C@@H](NC(=O)c2ccc(F)cc2)[C@H](CO)O1)NCCc1ccccc1,0.1,-168,nt,13
CO[C@@H](C(=O)N(C)C[C@H]1OCc2ccccc2-c2c(n(C)c3ccccc23)C(=O)N([C@H](C)CO)C[C@H]1C)c1ccccc1,1.4,-13,0,-48
COc1cccc(S(=O)(=O)N2CCCCN3[C@H](CO)[C@@H](c4ccc(-c5ccccc5)cc4)[C@H]3C2)c1,0.3,60,-3,-42
O=C(Nc1ccccc1F)N1C[C@@H]2[C@H](c3ccccc31)[C@@H](CO)N2C(=O)C1CCCCC1,3.4,8,3,-2
